Bioassay records: PubChem BioAssay, Broad Institute
NSD2 block: blocks human NSD2 histone methyltransferase activity; O96028; NSD2-SET H3K36me1 DELFIA fluorescence, biochemical; inhibition, % at 12.5 µM; 44,000 compounds, 0.07% hits; AID 624260; in the data active = inhibition above about 54%, passing the limit was not always enough;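 note: inhibitors reduce the monomethyl H3K36 fluorescence signal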
Target sequence (O96028 whole entry, looked up): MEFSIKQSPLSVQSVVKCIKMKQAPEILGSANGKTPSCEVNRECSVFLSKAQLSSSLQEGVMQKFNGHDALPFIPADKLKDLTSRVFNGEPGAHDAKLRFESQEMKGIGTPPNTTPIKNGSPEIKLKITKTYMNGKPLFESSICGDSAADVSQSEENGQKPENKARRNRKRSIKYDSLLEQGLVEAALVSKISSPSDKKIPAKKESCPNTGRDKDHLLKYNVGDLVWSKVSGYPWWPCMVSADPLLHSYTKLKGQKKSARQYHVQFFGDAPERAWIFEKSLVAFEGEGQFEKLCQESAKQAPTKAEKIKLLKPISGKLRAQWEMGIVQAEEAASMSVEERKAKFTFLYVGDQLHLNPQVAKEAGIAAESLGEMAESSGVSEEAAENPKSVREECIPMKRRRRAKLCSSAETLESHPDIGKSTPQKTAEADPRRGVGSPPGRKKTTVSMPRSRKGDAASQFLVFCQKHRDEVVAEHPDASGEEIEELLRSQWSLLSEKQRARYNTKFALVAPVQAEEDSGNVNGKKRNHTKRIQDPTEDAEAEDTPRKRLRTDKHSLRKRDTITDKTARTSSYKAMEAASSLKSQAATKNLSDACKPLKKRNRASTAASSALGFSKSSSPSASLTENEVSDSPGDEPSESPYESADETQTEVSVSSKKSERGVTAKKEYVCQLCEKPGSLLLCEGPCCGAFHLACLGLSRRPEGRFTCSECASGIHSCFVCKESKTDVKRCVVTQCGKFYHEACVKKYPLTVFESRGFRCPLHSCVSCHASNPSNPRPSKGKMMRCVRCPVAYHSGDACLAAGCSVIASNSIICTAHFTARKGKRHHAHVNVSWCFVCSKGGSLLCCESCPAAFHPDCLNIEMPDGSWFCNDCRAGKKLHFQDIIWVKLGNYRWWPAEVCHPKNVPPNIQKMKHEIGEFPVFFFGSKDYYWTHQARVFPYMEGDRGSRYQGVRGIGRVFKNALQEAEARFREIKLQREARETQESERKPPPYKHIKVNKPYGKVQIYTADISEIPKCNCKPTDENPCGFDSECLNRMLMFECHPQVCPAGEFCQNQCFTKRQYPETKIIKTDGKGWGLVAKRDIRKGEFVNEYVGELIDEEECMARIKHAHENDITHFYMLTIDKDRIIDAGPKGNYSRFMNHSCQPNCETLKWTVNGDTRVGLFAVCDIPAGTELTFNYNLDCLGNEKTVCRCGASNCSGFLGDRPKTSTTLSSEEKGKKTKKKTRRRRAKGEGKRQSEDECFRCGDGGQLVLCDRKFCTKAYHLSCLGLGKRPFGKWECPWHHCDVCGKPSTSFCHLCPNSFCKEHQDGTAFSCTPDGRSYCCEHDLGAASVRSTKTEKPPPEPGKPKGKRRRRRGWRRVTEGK
Numbers without * were called inactive.

The opening five records as a preview:
Screening C[C@H]1CN([C@@H](C)CO)C(=O)Cc2cc(N(C)C)ccc2O[C@@H]1CN(C)C(=O)Nc1ccccc1 returned NSD2 block 2.
For C[C@@H]1CCCCO[C@@H](CN(C)Cc2ccncc2)[C@@H](C)CN([C@H](C)CO)C(=O)c2cc(NS(=O)(=O)c3cn(C)cn3)ccc2O1 the results were NSD2 block 5.
Cc1ccc(F)cc1S(=O)(=O)N[C@@H]1CCN(Cc2ccc3[nH]ccc3c2)C1 was read as NSD2 block -2.
`COc1ccc(COC[C@]23Oc4ccccc4[C@H]([C@H]2COC(=O)c2ccccc2)N(C(=O)CC(C)=O)C(=O)N3C)cc1` gave NSD2 block 5.
C[C@@H]1CN([C@H](C)CO)C(=O)CCCn2cc(nn2)CO[C@H]1CN(C)C(=O)Nc1ccc(C(F)(F)F)cc1 was read as NSD2 block 7.

The list itself (from the top)
Screening C[C@H]1CN([C@@H](C)CO)C(=O)Cc2cc(N(C)C)ccc2O[C@@H]1CN(C)C(=O)Nc1ccccc1 returned NSD2 block 2.
For C[C@@H]1CCCCO[C@@H](CN(C)Cc2ccncc2)[C@@H](C)CN([C@H](C)CO)C(=O)c2cc(NS(=O)(=O)c3cn(C)cn3)ccc2O1 the results were NSD2 block 5.
Cc1ccc(F)cc1S(=O)(=O)N[C@@H]1CCN(Cc2ccc3[nH]ccc3c2)C1 was read as NSD2 block -2.
`COc1ccc(COC[C@]23Oc4ccccc4[C@H]([C@H]2COC(=O)c2ccccc2)N(C(=O)CC(C)=O)C(=O)N3C)cc1` gave NSD2 block 5.
C[C@@H]1CN([C@H](C)CO)C(=O)CCCn2cc(nn2)CO[C@H]1CN(C)C(=O)Nc1ccc(C(F)(F)F)cc1 was read as NSD2 block 7.
C[C@H](CO)N1C[C@H](C)[C@@H](CN(C)C(=O)C2CC2)Oc2ncc(C#Cc3ccccc3F)cc2C1=O was read as NSD2 block 6.
`CCCN(C)C[C@H]1Oc2ncc(-c3ccccc3OC)cc2C(=O)N([C@H](C)CO)C[C@@H]1C` gave NSD2 block -4.
For C[C@@H]1CN([C@H](C)CO)C(=O)c2c(c3ccccc3n2C)-c2ccccc2CO[C@@H]1CN(C)C(=O)[C@@H](Cc1ccccc1)N(C)C the results were NSD2 block 0.
Screening CC(C)CC#Cc1ccc2c(c1)O[C@H](CN(C)C(=O)c1ccccc1F)[C@@H](C)CN([C@H](C)CO)S2(=O)=O returned NSD2 block 0.
Screening C[C@H]1CN([C@@H](C)CO)C(=O)Cc2cc(NS(=O)(=O)c3ccccc3)ccc2O[C@@H]1CN(C)CC1CC1 returned NSD2 block -6.
`COc1ccc(NC(=O)N(C)C[C@@H]2OCCCC[C@H](C)Oc3ccc(NC(=O)CCCN(C)C)cc3C(=O)N([C@@H](C)CO)C[C@H]2C)cc1` gave NSD2 block -1.
For C[C@H]1CN([C@@H](C)CO)C(=O)Cc2cc(NC(=O)Cc3cn(C)c4ccccc34)ccc2O[C@@H]1CN(C)S(=O)(=O)c1ccccc1 the results were NSD2 block 0.
Screening C[C@H](CO)N1C[C@H](C)[C@H](CN(C)S(=O)(=O)c2cn(C)cn2)Oc2cc(C3=CCCCC3)ccc2S1(=O)=O returned NSD2 block -5.
`CCCC#Cc1cnc2c(c1)C(=O)N([C@H](C)CO)C[C@@H](C)[C@@H](CN(C)S(=O)(=O)c1cccc(OC)c1)O2` gave NSD2 block -3.
Screening Cc1noc(C)c1NC(=O)N(C)C[C@@H]1Oc2c(NS(=O)(=O)c3ccccc3)cccc2C(=O)N([C@H](C)CO)C[C@H]1C returned NSD2 block -7.
`C[C@@H]1CN([C@@H](C)CO)C(=O)Cc2cc(NC(=O)NC3CCCCC3)ccc2O[C@H]1CN(C)C(=O)Nc1ccc(F)cc1` gave NSD2 block 23.
Screening C[C@@H]1CN([C@@H](C)CO)C(=O)c2cc(N(C)C)ccc2O[C@@H](C)CCCCO[C@H]1CN(C)C(=O)CCCN(C)C returned NSD2 block 5.
For C[C@@H]1CN([C@@H](C)CO)C(=O)Cc2cc(NC(=O)CCCN(C)C)ccc2O[C@H]1CN(C)S(C)(=O)=O the results were NSD2 block 0.
CC(C)NC(=O)N(C)C[C@H]1OCCCC[C@@H](C)Oc2ccc(N(C)C)cc2C(=O)N([C@H](C)CO)C[C@H]1C was read as NSD2 block 20.
For CC(=O)N(C)C[C@@H]1Oc2cc(C#CC3CCCC3)ccc2S(=O)(=O)N([C@H](C)CO)C[C@H]1C the results were NSD2 block 2.
Screening C[C@H]1CN([C@@H](C)CO)C(=O)c2cccc(NC(=O)C3CCOCC3)c2O[C@@H]1CN(C)C(=O)Nc1ccc(C(F)(F)F)cc1 returned NSD2 block 3.
Screening COc1ccc(NC(=O)Nc2ccc3c(c2)CC(=O)N([C@H](C)CO)C[C@@H](C)[C@H](CN(C)Cc2ccc(Oc4ccccc4)cc2)O3)cc1 returned NSD2 block -7.
`COc1ccc(C#Cc2cnc3c(c2)C(=O)N([C@H](C)CO)C[C@H](C)[C@@H](CN(C)C(=O)CN(C)C)O3)cc1` gave NSD2 block 4.
Screening COc1ccc(NC(=O)N(C)C[C@@H]2Oc3ccc(NC(=O)CCN4CCOCC4)cc3CC(=O)N([C@@H](C)CO)C[C@H]2C)cc1 returned NSD2 block 6.
`CNC[C@H]1Oc2ccc(NC(=O)c3ccncc3)cc2C(=O)N([C@H](C)CO)C[C@H]1C` gave NSD2 block 0.
For O=C1O[C@@H](c2ccccc2)[C@@H](c2ccccc2)N2[C@@H](c3ccc(O)cc3)[C@]3(C(=O)Nc4ccccc43)[C@@H](C(=O)N3CCCCCCC3)[C@H]12 the results were NSD2 block 6.
`Cc1ccc(S(=O)(=O)N(C)C[C@H]2Oc3ccc(NC(=O)Nc4cccc5ccccc45)cc3C(=O)N([C@@H](C)CO)C[C@@H]2C)cc1` gave NSD2 block -3.
Screening O=c1cc(-c2ccc3ccccc3c2)[nH][nH]1 returned NSD2 block -10.
`CC1OC(OC2C(OC3C(O[C@H]4CC[C@@]5(C)C(CC[C@]6(C)C5CC=C5C7CC(C)(C)CC(O)[C@]7(C)CC[C@]56C)C4(C)C)OC(C(=O)O)C(O)C3O)OCC(O)C2O)C(O)C(O)C1O` (some centres undefined) gave NSD2 block -20.
Cc1noc(C)c1NC(=O)Nc1cccc2c1O[C@@H](CN(C)Cc1ccncc1)[C@@H](C)CN([C@H](C)CO)C2=O was read as NSD2 block -4.

2 consecutive compounds out of the list so far:
`CC1OC(OC2C(OC3C(O[C@H]4CC[C@@]5(C)C(CC[C@]6(C)C5CC=C5C7CC(C)(C)CC(O)[C@]7(C)CC[C@]56C)C4(C)C)OC(C(=O)O)C(O)C3O)OCC(O)C2O)C(O)C(O)C1O` (some centres undefined) gave NSD2 block -20.
Cc1noc(C)c1NC(=O)Nc1cccc2c1O[C@@H](CN(C)Cc1ccncc1)[C@@H](C)CN([C@H](C)CO)C2=O was read as NSD2 block -4.

(further entries)
`C/C=C/c1ccc2c(c1)O[C@H](CN(C)C(=O)Cc1ccccc1)[C@@H](C)CN([C@H](C)CO)S2(=O)=O` gave NSD2 block -2.
Screening C[C@@H]1CN([C@H](C)CO)C(=O)c2cc(-c3cccnc3)cnc2O[C@H]1CN(C)C(=O)c1cccc(F)c1 returned NSD2 block 29.
Screening Cc1ccc(S(=O)(=O)Nc2cccc3c2O[C@H](CN(C)S(=O)(=O)c2ccc(F)cc2)[C@@H](C)CN([C@H](C)CO)C3=O)cc1 returned NSD2 block 0.
For C[C@H]1CN([C@@H](C)CO)C(=O)c2cc(-c3cncnc3)cnc2O[C@@H]1CN(C)C(=O)c1cccc(F)c1 the results were NSD2 block 5.
For COc1ccc(NC(=O)Nc2ccc3c(c2)C(=O)N([C@@H](C)CO)C[C@H](C)[C@@H](CN(C)Cc2ccccc2)O3)cc1 the results were NSD2 block -1.
Screening C[C@H]1CN([C@@H](C)CO)C(=O)c2cccc(N(C)C)c2O[C@H]1CN(C)C returned NSD2 block 2.
`COc1ccc(NC(=O)N(C)C[C@@H]2Oc3ccc(NS(C)(=O)=O)cc3CC(=O)N([C@H](C)CO)C[C@H]2C)cc1` gave NSD2 block 10.
Screening C[C@@H]1CN([C@H](C)CO)C(=O)c2cc(NC(=O)Nc3ccccc3)ccc2O[C@@H]1CN(C)Cc1ccc(Cl)c(Cl)c1 returned NSD2 block -5.
For Cc1ccc(S(=O)(=O)N(C)C[C@H]2Oc3c(NC(=O)C4CCOCC4)cccc3C(=O)N([C@@H](C)CO)C[C@H]2C)cc1 the results were NSD2 block -6.
For C[C@H](CO)N1C[C@H](C)[C@H](CN(C)Cc2ccncc2)Oc2ccc(NC(=O)Nc3ccccc3)cc2C1=O the results were NSD2 block -6.
CC(C)NC(=O)Nc1cccc2c1O[C@H](CN(C)C(=O)NC1CCCCC1)[C@H](C)CN([C@@H](C)CO)C2=O was read as NSD2 block 0.
`O=C(C[C@H]1C[C@H]2c3cc(NS(=O)(=O)c4ccccc4)ccc3O[C@H]2[C@@H](CO)O1)N1CCOCC1` gave NSD2 block -7.
`CCC(=O)N(C)C[C@@H]1Oc2ncc(-c3ccccc3C)cc2C(=O)N([C@@H](C)CO)C[C@@H]1C` gave NSD2 block 1.
Screening Cc1noc(C)c1S(=O)(=O)Nc1ccc2c(c1)CC(=O)N([C@H](C)CO)C[C@H](C)[C@@H](CN(C)Cc1ccc(C(F)(F)F)cc1)O2 returned NSD2 block -6.
C[C@H]1CN([C@@H](C)CO)C(=O)CCCn2nncc2CO[C@@H]1CN(C)C(=O)Nc1ccc2c(c1)OCO2 was read as NSD2 block 1.
Screening C[C@@H]1CN([C@H](C)CO)C(=O)c2cc(NS(=O)(=O)c3ccccc3)ccc2O[C@@H](C)CCCCO[C@@H]1CN(C)CC1CC1 returned NSD2 block 0.
C/C=C/c1ccc2c(c1)O[C@@H](CN(C)Cc1ccncc1)[C@@H](C)CN([C@@H](C)CO)S2(=O)=O was read as NSD2 block 3.
For Cc1ccc(S(=O)(=O)Nc2ccc3c(c2)C(=O)N([C@@H](C)CO)C[C@H](C)[C@@H](CN(C)C(=O)CCCN(C)C)OCCCC[C@H](C)O3)cc1 the results were NSD2 block -1.
`C[C@H]1CN([C@@H](C)CO)C(=O)Cc2cc(NC(=O)Nc3ccccc3)ccc2O[C@H]1CN(C)Cc1ccc(Oc2ccccc2)cc1` gave NSD2 block -7.
C[C@H](CO)N1C[C@H](C)[C@H](CN(C)C(=O)CC2CC2)Oc2cc(-c3cccnc3)ccc2S1(=O)=O was read as NSD2 block 0.
C[C@@H]1CN([C@@H](C)CO)S(=O)(=O)c2ccc(C3=CCCCC3)cc2O[C@H]1CN(C)Cc1ccccc1 was read as NSD2 block 9.
For C[C@H](CO)N1C[C@H](C)[C@@H](CN(C)C(=O)C2CCCCC2)Oc2cc(C#Cc3ccncc3)ccc2S1(=O)=O the results were NSD2 block 2.
`C=C1C(O)CC2C(C(=O)OC)=CO[C@@H](O[C@@H]3O[C@H](CO)[C@@H](O)[C@H](O)[C@H]3O)C12` (some centres undefined) gave NSD2 block -3.
Screening COc1ccc(CN(C)C[C@H]2Oc3ccc(NS(C)(=O)=O)cc3C(=O)N([C@@H](C)CO)C[C@H]2C)cc1 returned NSD2 block 5.
`C[C@@H]1CN([C@H](C)CO)C(=O)c2cc(NC(=O)Nc3ccc4c(c3)OCO4)ccc2O[C@@H](C)CCCCO[C@@H]1CN(C)Cc1ccc(C(=O)O)cc1` gave NSD2 block 3.
C[C@@H]1CCCCO[C@H](CN(C)C(=O)Cc2ccccc2)[C@@H](C)CN([C@H](C)CO)C(=O)c2cc(N(C)C)ccc2O1 was read as NSD2 block 0.
`C[C@@H]1CN([C@@H](C)CO)C(=O)Cc2cc(NS(=O)(=O)c3cn(C)cn3)ccc2O[C@H]1CN(C)Cc1ccc(C(F)(F)F)cc1` gave NSD2 block -7.
`C[C@@H]1CN([C@H](C)CO)S(=O)(=O)c2ccc(-c3ccc(C(=O)N(C)C)cc3)cc2O[C@H]1CN(C)C(=O)C1CCCCC1` gave NSD2 block 1.
For C[C@H]1CN([C@@H](C)CO)C(=O)c2cc(NC(=O)C3CCCCC3)ccc2O[C@@H]1CN(C)S(=O)(=O)c1ccc(Cl)cc1 the results were NSD2 block 0.
CCN1CCN(c2oc(COc3ccccc3C)nc2C#N)CC1 was read as NSD2 block 7.

Structures above that contain a Cl atom (2):
Screening C[C@@H]1CN([C@H](C)CO)C(=O)c2cc(NC(=O)Nc3ccccc3)ccc2O[C@@H]1CN(C)Cc1ccc(Cl)c(Cl)c1 returned NSD2 block -5.
For C[C@H]1CN([C@@H](C)CO)C(=O)c2cc(NC(=O)C3CCCCC3)ccc2O[C@@H]1CN(C)S(=O)(=O)c1ccc(Cl)cc1 the results were NSD2 block 0.

(listing goes on)
`Cc1ccc(-c2cnc3c(c2)C(=O)N([C@H](C)CO)C[C@@H](C)[C@@H](CN(C)S(C)(=O)=O)O3)cc1` gave NSD2 block -8.
CCCNC(=O)N(C)C[C@@H]1Oc2cc(C#CC(C)(C)O)ccc2S(=O)(=O)N([C@@H](C)CO)C[C@H]1C was read as NSD2 block 7.
Screening COCC#Cc1ccc2c(c1)O[C@H](CN(C)C(=O)Nc1ccccc1F)[C@H](C)CN([C@H](C)CO)S2(=O)=O returned NSD2 block 3.
C[C@H]1CN([C@@H](C)CO)C(=O)Cc2cc(NC(=O)Cn3cnnn3)ccc2O[C@@H]1CN(C)S(C)(=O)=O was read as NSD2 block 2.
`C[C@@H]1CN([C@H](C)CO)C(=O)c2cc(NC(=O)Cn3cnnn3)ccc2O[C@H]1CN(C)Cc1ccccc1` gave NSD2 block 2.
Screening C[C@H](CO)N1C[C@H](C)[C@H](CN(C)Cc2ccc(C(=O)Nc3ccccc3N)cc2)Oc2ccc(NS(=O)(=O)c3ccc(F)cc3)cc2C1=O returned NSD2 block -9.
O=C(O)CCCCCCC(=O)N/N=C/c1ccccn1 was read as NSD2 block 1.
For COc1ccccc1C#Cc1cnc2c(c1)C(=O)N([C@@H](C)CO)C[C@H](C)[C@H](CN(C)C)O2 the results were NSD2 block 0.
`Cc1noc(C)c1NC(=O)N(C)C[C@H]1OCCCC[C@@H](C)Oc2ccc(N(C)C)cc2C(=O)N([C@H](C)CO)C[C@@H]1C` gave NSD2 block 5.

A portion of the library, so the mix of outcomes need not match the whole.
